# Bioassay records from PubChem BioAssay.
# PLK1 PBD block: PLK1 (human) polo-box domain binding inhibition | Potency, µM, inactives show max response, negative = inhibition, hits mostly inhibitors | 360,000 compounds, 2.8% hits | Plk1 PBD binding of FITC phosphopeptide, fluorescence polarization | AID 720504; note: potency is the fitted concentration of half-maximal effect; series mostly up to about 57 µM; % is set by controls: 0 for no effect and ±100 for the full control effect; nearly all actives have a fitted effect of over 65% in size
# PI5P4Ka inh: PI5P4K alpha (human) kinase inhibition | P48426 | PI5P4Kalpha enzyme, ADP-Glo luminescence, 60 min; stronger effect = lower value | max response, % | 330,000 compounds, 1.2% hits | AID 652105; active = max response of -50% or lower; inconclusive = between -30% and -50%; inactive = -30% or higher; note: value at the top dose of about 77 µM; % is set by controls: 0 for no effect and ±100 for the full control effect
#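 Controls without substrate or without enzyme flank wells where PI5P4Kalpha converts substrate using 5 microM ATP (final). Incubation lasts 60 minutes at room temperature; ADP formed is read by ADP-Glo luminescence.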
# EPAC1 ag: EPAC1 (human) agonism | Potency, µM (doses to about 154 µM), for inactives: top-dose activation, actives largely listed as activators | 360,000 compounds, 0.073% hits | AID 720707 | O95398 | EPAC1 agonist qHTS, biochemical assay; response scale: 100% = response to 6.5 mM cAMP; note: potency is the fitted concentration of half-maximal effect; nearly all actives have a fitted effect of over 60% in size
#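 Normalized to 6.5 mM cAMP, activity reflects EPAC1-catalysed release of BODIPY-GDP from Rap1B, followed kinetically over 30 min at 480 nm excitation, 540 nm emission. Reaction contained 100 nM EPAC1, 250 nM Rap1B-BODIPY-GDP, 50 uM GDP.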
# IL-2 act: activators of IL-2; IL-2 activation reporter assay, cell-based qHTS; stimulated with anti-CD3/CD4/CD28 beads; in transgenic mouse T cells; activation, % (series mostly up to about 46 µM); 360,000 compounds, 0.065% hits; in the data active = activation above about 50%; inconclusive = mostly about 30% to 49%; note: 0% is about no effect
#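 Readout is EGFP and DsRed signal by fluorescent plate cytometry after 18 h at 37 degrees C. Transgenic mouse T cells (750/well) received compound for 60 min before bead stimulation (anti-CD3, anti-CD4, anti-CD28); memory T cells served as non-tolerant control.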
# FUS suppressor: rescues growth of FUS-expressing yeast; S. cerevisiae FUS-expressing, growth rescue, OD600, 24 h; Potency, µM (highest dose often 76.6 µM), for inactives: at the top dose growth rescue (activation), usual class: activators; 390,000 compounds, 0.24% hits; AID 1347120;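 note: potency is the fitted concentration of half-maximal effect; plate controls were DMSO vehicle for no effect and reference control for full effect; nearly all actives have a fitted effect of over 55% in size; some results filed as inactive show a strong effect at the top dose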
#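 Absorbance at 600 nm, taken 24hr after compound addition, measured rescue of FUS-yeast growth at 30C. Induction used 2% galactose with seeding at OD 0.005. Controls: CP55940 from 92uM final, DMSO only.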
# WRN inhibitor: WRN helicase (human) inhibition. Potency, µM (doses to about 114 µM), for inactives: at the top dose activity change, negative = inhibition, most hits filed as inhibitors. 360,000 compounds, 0.46% hits. Q14191. WRN helicase unwinding, fluorescent forked duplex, kinetic. AID 651768; note: potency is the fitted concentration of half-maximal effect; % is set by controls: 0 for no effect and ±100 for the full control effect; nearly all actives have a fitted effect of over 55% in size
#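 Kinetic red-fluorescence monitoring (525/598 nm) tracks WRN helicase activity after 100 nM fluorophore-quencher forked duplex and 2 mM ATP are added to 20 nM enzyme pretreated 15 min at room temperature with compound.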
# EPAC1 antag: EPAC1 (human) antagonism | Potency, µM (series often up to 115 µM), without a hit: top-dose activity change, negative = inhibition, actives largely listed as inhibitors | AID 720709 | 360,000 compounds, 0.14% hits | O95398 | EPAC1 GEF assay, Rap1b-BODIPY-GDP exchange fluorescence;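 note: potency is the fitted concentration of half-maximal effect; plate controls were vehicle for no effect and positive control for full effect; nearly all actives have a fitted effect of over 50% in size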
# Abeta rescue: compounds reversing amyloid beta toxicity in yeast | yeast expressing A-beta42, growth rescue, OD600, 48 h; response scale: 0% DMSO, 100% iron-clioquinol control | Potency, µM (doses to about 46.1 µM), for inactives: at the top dose growth rescue, hits mostly activators | 410,000 compounds, 0.063% hits | AID 1347071; note: potency is the fitted concentration of half-maximal effect; nearly all actives have a fitted effect of over 55% in size
#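 Growth rescue measured by 600 nm absorbance after 48 h yeast culture at 30 C with compound. Values normalized between DMSO and an equimolar ferric chloride plus clioquinol control.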
# * = called active by the depositor; u = inconclusive; x = no result given; [ ] = dose if it differs, or a comment. Unless noted, calls come from the whole dose curve; as a rule, active = well fitted curve in the direction sought with a large enough effect; inconclusive = small, poorly fitted or top-dose-only effect, or another doubt; inactive = no such curve, though single readings can be large; an effect the other way counts as inactive or inconclusive.
# Screens in order: PI5P4Ka inh	EPAC1 ag	WRN inhibitor	IL-2 act	EPAC1 antag	FUS suppressor	Abeta rescue	PLK1 PBD block
CCCn1c(=O)n(C)c(=O)c2c(SCC(=O)Nc3cc(C)on3)nc(C(C)(C)C)nc21
 : -4	-14%	3%	0.1	5%	10%	-18%	-8%
O=C(COC(=O)c1ccc(Cl)nc1)NNC(=O)c1ccc(Br)cc1
 : -3	2%	9%	-0.2	7%	10%	-1%	0%
COc1ccc(C2(O)C(=O)Nc3ccc(C)cc32)cc1 (stereo unspecified)
 : 0	1%	1%	-0.3	20%	8%	-7%	13%
Cc1ccc(N2C(=O)C3CCC(c4ccccc4)CC3C2=O)cc1 (stereo unspecified)
 : 8	-10%	u	-1.2	-15%	17%	8%	-16%
CCn1c(COc2ccc(Cl)c(C)c2)nnc1SCC(=O)N1CCCC1
 : -9	3%	9%	-1.4	17%	37%	-13%	-8%
O=C(Cn1c(=O)c2cccn2c2cccnc21)NCCCN1CCN(c2ccc(F)cc2)CC1
 : 0	10%	7%	-1.6	11%	33%	11%	-5%
COc1ccc(-c2nn(-c3ccccc3)cc2C(=O)NCC(c2cccs2)N2CCOCC2)cc1 (stereo unspecified)
 : 1	3%	5%	-3.2	12%	16%	6%	-5%
NC(=S)NC1CC2C=CC1C2 (stereo unspecified)
 : 1	-1%	9%	0.9	6%	-27%	-7%	1%
Cc1ccc(NC(=O)NCCN2CCCCC2)cc1Cl
 : 4	1%	8%	-1.7	2%	-12%	1%	-5%
CCOc1ccc(S(=O)(=O)Nc2cccc(N(C)S(C)(=O)=O)c2)cc1
 : -6	8%	1%	1.8	11%	-3%	17%	1%
Cn1cnc([N+](=O)[O-])c1Nc1ccccc1O
 : -10	-3%	-2%	-4.8	0%	-30%	16%[9.22 µM]	4%
O=C(CN(Cc1ccccc1)S(=O)(=O)c1ccc(Br)cc1)NCc1ccco1
 : x	12%	-7%	0.4	5%	7%	21%	-5%
O=C(O)c1cccc(Nc2nc(-c3cc4ccccc4oc3=O)cs2)c1
 : 19	-1%	u	-0.5	-32%	9%	7%	-21%
CCOC(=O)c1ccc(CN(Cc2ccccc2)S(=O)(=O)c2cccc([N+](=O)[O-])c2)cc1
 : 2	15%	-34%[57.1 µM]	-0.5	-21%	0%	2%	-13%
Cn1c(SCC(=O)N2CCCC2)nc2ccccc2c1=O
 : x	2%	-2%	2.1	11%	22%	-6%	-4%
CSCc1ccc(C(=O)OCc2nc3ccccc3s2)o1
 : 2	9%	-4%	0.3	10%	14%	23%	-15%
N#Cc1cc2c(nc1SCc1cccc(Cl)c1)CCCCC2
 : 15	2%	-8%[57.1 µM]	0.9	0%	-24%	20%	0%
O=C(Cn1ncc2c(=O)oc3ccccc3c21)N1CCc2ccccc2C1
 : 8	1%	-5%	-0.7	11%	3%	-11%	0%
CN(C)S(=O)(=O)c1cccc(NC(=O)c2ccccc2OCc2ccc(F)cc2)c1
 : 9	7%	-12%	-5.9	-7%	-8%	-5%	0%
CCOc1ccccc1N1CCN(Cc2cnc(-c3ccccc3)[nH]2)CC1
 : -7	4%	1%	-0.6	16%	15%	3%	1%
Nc1nc(NCCO)nc(NCc2ccccc2)c1[N+](=O)[O-]
 : -3	1%	18%	1.2	7%	2%	-9%	-7%
CC(C)C(NC=C1C(=O)OC(C)(C)OC1=O)C(=O)O (stereo unspecified)
 : x	8%	-5%	-0.8	-8%	9%	12%	-8%
Cc1cc(C)c(N(C(=O)c2csnn2)C(C(=O)NC(C)(C)C)c2ccncc2)c(C)c1 (stereo unspecified)
 : 0	-1%	-1%	0.6	-9%	6%	5%	-3%
O=C(Nn1c(Cc2cccs2)nc2ccccc2c1=O)c1cccs1
 : x	1%	1%	-1.5	9%	30%	3%	-1%
C=CCn1c(CSc2nc3ccccc3s2)nnc1SCC(=O)NCCN1CCOCC1
 : x	-3%	13%	-0.6	2%	15%	13%	-5%
O=S(=O)(Nc1ccc2c3c(cccc13)CC2)c1ccc(F)cc1
 : -19	13%	-11%	-0.2	1%	-22%	-30%[inhibitor]	1%
CCCCC(c1nc2ccccc2[nH]1)N(C(=O)c1ccccc1)c1ccccc1[N+](=O)[O-] (stereo unspecified)
 : -1	-6%	5%	0.1	-6%	-25%	5%	-1%
COc1ccccc1N1CCN(S(=O)(=O)c2cn(C)cn2)CC1
 : 2	-2%	4%	-3.2	4%	-7%	1%	-13%
Cc1cc(C)n2c(Nc3ccc4c(c3)OCCO4)c(-c3cc4ccccc4o3)nc2n1
 : -4	-2%	-4%	-0.9	-7%	11%	-6%	-4%
Cc1ccnc2c1ccc1c(C)ccnc12
 : 4	4%	5%	-0.7	-11%	-12%	-62%[inhibitor]	-2%
NC(=S)Nc1cccc(Cl)c1
 : -3	7%	-25%	-0.4	18%	0%	2%	-5%
Cc1noc(C(=O)NCc2ccc(F)cc2)c1Cl
 : 1	-22%	6%	-3.3	-1%	-19%	-13%	1%
C=C1CCN(C(C)C(=O)OC)S(=O)(=O)c2ccccc21 (stereo unspecified)
 : -4	-9%	1%	-0.1	-10%	-31%	3%	-14%
CCn1nc(C(=O)OCC(=O)c2ccc3c(c2)OCCO3)c2ccccc2c1=O
 : -8	5%	5%	-1.7	-19%	24%	-6%	21µM*
CCOc1ccc(N(C(=O)CNC(=O)c2cccs2)C(C(=O)NCC2CCCO2)c2ccc(OC)c(OC)c2)cc1 (stereo unspecified)
 : 3	8%	5%	0.3	-23%	16%	-7%	-13%
CC(C)CC(/C(O)=C(\C#N)c1nc2ccccc2[nH]1)N1C(=O)c2ccccc2C1=O (stereo unspecified)
 : -15	-7%	-23%	8.4	-24%	20%	8%[9.22 µM]	-2%
COc1ccc(S(=O)(=O)N2CCC(C(=O)NCC3CCCO3)CC2)cc1 (stereo unspecified)
 : x	-5%	-10%	-0.4	0%	14%	-10%	-3%
COc1ccccc1C(=O)COC(=O)Cn1nc(C)c([N+](=O)[O-])c1C
 : 9	3%	-8%	0.0	6%	-15%	12%	-2%
Cc1ccc(C(C(=O)NC2CCCCC2)N(C(=O)CCCC(=O)Nc2ccccn2)c2ccc3c(c2)OCCO3)cc1 (stereo unspecified)
 : 1	3%	1%	0.4	-10%	15%	-2%	-11%
CC(C)c1ccc2c(c1)[C@H]1OCC[C@H]1[C@@H](c1cccs1)N2
 : 11	2%	-8%	-1.9	2%	-6%	-42%[inhibitor]	-3%
Cc1coc2c1c(C)cc1oc(=O)c(CC(=O)N[C@@H](C)C(=O)O)c(C)c12
 : -5	0%	-3%	-2.2	-4%	10%	0%	-4%
CCNC(=O)C1(C)CCCN(Cc2csc(-c3ccc(Cl)cc3)n2)C1 (stereo unspecified)
 : 7	3%	-19%	-1.0	2%	-5%	-10%	-5%
Cc1cc(C)c(S(=O)(=O)NCC(c2cccnc2)N2CCN(Cc3ccccc3)CC2)c(C)c1 (stereo unspecified)
 : 0	-14%	5%	-0.5	-3%	-4%	-8%	6%
Cc1cc(C)cc(NC(=O)c2oc3ccccc3c2COc2ccccc2)c1
 : 26	16%	-8%	-2.6	-24%	-20%	u	-11%
COc1cc(C(=O)N2C(=O)CCC2=O)cc(OC)c1OC
 : 3	4%	u	-0.5	3%	-12%	3%	-25%
Clc1cc(Cl)c2nc(N3CCCCC3)sc2c1
 : -9	-1%	2%	-4.5	7%	0%	-3%	24µM*
COc1cc(OC)c(NS(=O)(=O)c2ccc3c(c2)NC(=O)CO3)cc1Cl
 : -15	0%	1%	-1.3	-8%	6%	13%	6.7µM*
COc1ccc(/C=C/CN2CCN(Cc3cccc(OC)c3)C(CCO)C2)cc1 (stereo unspecified)
 : 4	0%	1%	-1.2	-10%	-9%	1%	5%
COc1ccc(C(=O)NCC(=O)OCC(=O)N2CCC(C)CC2)cc1OC
 : -7	-3%	2%	0.6	5%	-7%	-8%	4%

# Eleven of these compounds in another layout.
SMILES	PI5P4Ka inh	EPAC1 ag	WRN inhibitor	IL-2 act	EPAC1 antag	FUS suppressor	Abeta rescue	PLK1 PBD block
Cc1ccc(C(C(=O)NC2CCCCC2)N(C(=O)CCCC(=O)Nc2ccccn2)c2ccc3c(c2)OCCO3)cc1 (stereo unspecified)	1	3%	1%	0.4	-10%	15%	-2%	-11%
CC(C)c1ccc2c(c1)[C@H]1OCC[C@H]1[C@@H](c1cccs1)N2	11	2%	-8%	-1.9	2%	-6%	-42%[inhibitor]	-3%
Cc1coc2c1c(C)cc1oc(=O)c(CC(=O)N[C@@H](C)C(=O)O)c(C)c12	-5	0%	-3%	-2.2	-4%	10%	0%	-4%
CCNC(=O)C1(C)CCCN(Cc2csc(-c3ccc(Cl)cc3)n2)C1 (stereo unspecified)	7	3%	-19%	-1.0	2%	-5%	-10%	-5%
Cc1cc(C)c(S(=O)(=O)NCC(c2cccnc2)N2CCN(Cc3ccccc3)CC2)c(C)c1 (stereo unspecified)	0	-14%	5%	-0.5	-3%	-4%	-8%	6%
Cc1cc(C)cc(NC(=O)c2oc3ccccc3c2COc2ccccc2)c1	26	16%	-8%	-2.6	-24%	-20%	u	-11%
COc1cc(C(=O)N2C(=O)CCC2=O)cc(OC)c1OC	3	4%	u	-0.5	3%	-12%	3%	-25%
Clc1cc(Cl)c2nc(N3CCCCC3)sc2c1	-9	-1%	2%	-4.5	7%	0%	-3%	24µM*
COc1cc(OC)c(NS(=O)(=O)c2ccc3c(c2)NC(=O)CO3)cc1Cl	-15	0%	1%	-1.3	-8%	6%	13%	6.7µM*
COc1ccc(/C=C/CN2CCN(Cc3cccc(OC)c3)C(CCO)C2)cc1 (stereo unspecified)	4	0%	1%	-1.2	-10%	-9%	1%	5%
COc1ccc(C(=O)NCC(=O)OCC(=O)N2CCC(C)CC2)cc1OC	-7	-3%	2%	0.6	5%	-7%	-8%	4%
